# From PubChem BioAssay
# GSH fluor – compound fluoresces at 488/530 nm on GSH beads. fluorescence (KMESF) at 10 µM. AID 1776. GSH beads flow cytometry, compound fluorescence 488/530 nm; active compounds read high. 190,000 tested, 0.25% active; in the data active means fluorescence above about 89;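 further: glutathione beads carrying GST-tagged Bcl family fusion proteins plus one bare bead set; values are compound well signal with DMSO vehicle wells as background; inactives centre near 16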
# Cdc42 wt – changes GTP binding to wildtype human Cdc42 | P60953 | GST-Cdc42 beads, Bodipy-GTP binding, flow cytometry; actives lie on both sides | percent activity (GTP binding), % at 10 µM | 190,000 tested, 0.2% active | AID 761;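 active means percent activity GTP binding at least 20 points away from the 100% baseline, either down as inhibitor or up as activator; inconclusive means compound flagged as likely green fluorescent from well-wide comparison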;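 further: median bead fluorescence of bound Bodipy-FL-GTP at 100 nM; 0% = excess unlabeled GTP control and 100% = no compound control; below 100% means less GTP binding so inhibitor and above means activator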
# Target sequence (P60953 whole entry, looked up): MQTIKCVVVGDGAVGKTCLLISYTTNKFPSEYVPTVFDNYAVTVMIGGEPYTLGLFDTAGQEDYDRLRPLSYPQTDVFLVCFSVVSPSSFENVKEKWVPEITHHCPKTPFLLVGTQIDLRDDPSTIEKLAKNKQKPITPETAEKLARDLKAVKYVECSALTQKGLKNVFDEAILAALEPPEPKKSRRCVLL
# Avidin fluor – avidin bead compound fluorescence profile; Avidin beads, compound fluorescence 488/530 nm, flow cytometry; active compounds read high; fluorescence (KMESF) at 10 µM; 220,000 tested, 0.38% active; in the data active means fluorescence above about 47; further: inactives centre near 10
# Rac1 wt modul – alters GTP binding to wildtype human Rac1. GST-Rac1 beads, fluorescent GTP binding, flow cytometry; actives lie on both sides; 0 = cold GTP competed, 100 = untreated. 190,000 tested, 0.27% active. GTP binding activity (% of control), % at 10 µM. AID 757. P63000;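 active means GTP binding activity at least 20 points away from the 100% control level, either lower or higher; inconclusive means compound flagged as likely green fluorescent, judged across all proteins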
# Pf gametocyte – P. falciparum stage V gametocyte viability inhibition | 150,000 tested, 0.065% active | P. falciparum stage V gametocytes, ATP luminescence, 24 h | inhibition, % at 10.9 µM | AID 743093;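 active means inhibition above the mean plus 3 SD of compounds within the control limits, set per campaign, cut at about 38% in these data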;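 further: 0% = DMSO wells and 100% = medium only without gametocytes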
# Rab2 wt GTP – changes GTP binding to wildtype dog Rab2A, up or down; 190,000 tested, 0.19% active; P61105; GST-Rab2 wt beads, Bodipy-GTP binding, flow cytometry; GTP binding activity, % at 10 µM;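 active means GTP binding activity at least 20 points away from 100%, either lowered or raised; inconclusive means signal likely due to the compound's own green fluorescence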;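 further: 0% = beads with excess unlabeled GTP and 100% = no-compound control corrected for plate trend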
# HRas wt GTP bind – changes GTP binding to wildtype human HRas; GTP binding activity, % at 10 µM; GST-Ras wt beads, Bodipy-FL-GTP binding, flow cytometry; actives lie on both sides; P01112; AID 759; 190,000 tested, 0.14% active;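 active means GTP binding activity at least 20% away from the 100% baseline, either lowered as inhibitor or raised as activator; inconclusive means flagged as likely green fluorescent, judged across all proteins in the well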;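 further: 0% = unlabeled GTP competition control and 100% = no-compound control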
# Target sequence (P01112 whole entry, looked up): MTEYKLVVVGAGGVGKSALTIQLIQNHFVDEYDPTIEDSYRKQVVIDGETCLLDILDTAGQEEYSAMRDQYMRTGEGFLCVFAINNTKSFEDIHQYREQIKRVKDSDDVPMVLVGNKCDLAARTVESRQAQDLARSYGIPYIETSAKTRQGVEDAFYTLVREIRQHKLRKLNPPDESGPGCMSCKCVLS
# Rac1 act GTP bind – alters GTP binding to activated mutant human Rac1; P63000; GST-Rac1 activated beads, fluorescent GTP binding, flow cytometry; actives lie on both sides; 100% means binding = to untreated wells; AID 764; percent activity (GTP binding), % at 10 µM; 190,000 tested, 0.11% active;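 active means GTP binding at least 20 percentage points away from the 100% baseline, in either direction, so actives lie on both sides; inconclusive means Compound likely fluorescent itself, or too few beads counted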
# Mcl1-Bid inh – disrupts binding of human Mcl-1 to Bid peptide; 220,000 tested, 0.97% active; TR-FRET Mcl-1/Bid-Dy647 peptide binding, 1536-well; inhibition, % at 21.7 µM; AID 1021;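 active means compounds that cut the binding signal by more than half at the single screening dose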;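 further: His-tagged Mcl-1 with europium anti-His antibody binding Bid BH3 peptide; 0% = Mcl-1 plus peptide wells and 100% = peptide-only wells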
# Target sequence (Q07820 whole entry, looked up): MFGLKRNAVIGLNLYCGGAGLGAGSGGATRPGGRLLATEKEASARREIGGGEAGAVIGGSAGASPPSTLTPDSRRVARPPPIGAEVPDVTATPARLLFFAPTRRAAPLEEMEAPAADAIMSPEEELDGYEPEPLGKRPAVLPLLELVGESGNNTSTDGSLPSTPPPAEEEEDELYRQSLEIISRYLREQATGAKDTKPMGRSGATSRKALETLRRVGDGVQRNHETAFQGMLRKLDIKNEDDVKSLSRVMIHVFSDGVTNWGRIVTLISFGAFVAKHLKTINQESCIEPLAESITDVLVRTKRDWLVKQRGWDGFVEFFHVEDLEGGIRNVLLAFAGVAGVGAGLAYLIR
# Rab7 wt GTP bind – alters GTP binding to wildtype dog Rab7; GST-Rab7 beads, fluorescent GTP binding, flow cytometry; actives lie on both sides; untreated = 100%, excess cold GTP = 0%; GTP binding activity (percent of control), % at 10 µM; 190,000 tested, 0.055% active; AID 758;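 active means fluorescent GTP binding to Rab7 beads changed by at least 20 points from the 100% baseline, either direction, mostly lower; inconclusive means compound itself probably fluorescent, or too few beads counted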;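 further: median green fluorescence of bound Bodipy-FL-GTP per Rab7 bead population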
# Mcl1 Noxa PPI – disrupts binding of human Mcl-1 to Noxa peptide; TR-FRET Mcl-1/Noxa peptide binding, 2 h; inhibition, % at 21.7 µM; 220,000 tested, 1.5% active;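 active means compounds that cut the protein-peptide binding signal by more than 50% relative to plate controls in a single-dose test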;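 further: His-tagged Mcl-1 with rhodamine Noxa BH3 peptide and terbium anti-His antibody; 0% = Mcl-1 plus Noxa peptide wells and 100% = peptide-only wells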
# Active calls of the source: *; ? = inconclusive; . = not tested or not shown.
SMILES,GSH fluor,Cdc42 wt,Avidin fluor,Rac1 wt modul,Pf gametocyte,Rab2 wt GTP,HRas wt GTP bind,Rac1 act GTP bind,Mcl1-Bid inh,Rab7 wt GTP bind,Mcl1 Noxa PPI
O=C(COc1cccc(F)c1)N1c2ccccc2Sc2ccccc21,11,99.0,16,106.0,.,99.0,100.0,98.0,-1.2,105.0,18.7
CCO[C@@H]1OC(C(=O)N2CCN(C)CC2)=C[C@H](c2coc3ccccc3c2=O)[C@H]1CCCO,20,95.0,7,98.0,.,98.0,96.0,95.0,-8.4,104.0,-7.6
Cc1cc(-c2nnc(SCc3cccnc3)o2)no1,36,96.0,11,90.0,.,92.0,94.0,92.0,-10.6,92.0,.
COc1ccc(NC(=O)c2cccc(OC(F)F)c2)cc1Cl,5,103.0,8,104.0,.,100.0,99.0,101.0,-11.1,98.0,10.5
COc1ccc(-n2c(C)cc(C(=O)CCl)c2C)cc1,15,96.0,9,103.0,-4.3,97.0,97.0,96.0,-28.0,102.0,6.2
c1ccc(N2CCOCCOCCOCCOCCOCC2)cc1,11,98.0,12,102.0,-11.2,98.0,98.0,95.0,-59.2,95.0,26.6
CCCCNC(=O)COC(=O)c1ccc(Cl)c(S(=O)(=O)N2CCCC2)c1,33,103.0,11,100.0,.,97.0,99.0,98.0,-6.3,95.0,12.3
Cc1cccc(N/C(N)=N/c2nc(C)cc(C)n2)c1,58,107.0,9,104.0,.,101.0,103.0,97.0,-6.9,101.0,2.0
CN1CCC(OC(=O)COc2ccccc2)CC1,8,101.0,30,101.0,.,98.0,101.0,97.0,-15.4,98.0,2.0
CCCNC(=O)Nc1nccs1,24,102.0,57*,102.0,-8.5,98.0,99.0,97.0,-10.7,102.0,-2.1
O=C(CSc1nnc(NC(=O)c2ccccc2Cl)s1)Nc1ccc2c(c1)oc1ccccc12,8,?,13,?,5.7,?,?,?,-31.7,?,32.5
CCOC(=O)NC(Nc1cc(C)ccn1)(C(F)(F)F)C(F)(F)F,30,104.0,6,102.0,-15.3,101.0,100.0,100.0,-32.9,101.0,-7.4
O=C(c1ccco1)N1CCCN(Cc2cn[nH]c2-c2ccc(-c3ccccc3)cc2)CC1,22,93.0,9,93.0,.,92.0,92.0,93.0,-48.7,94.0,-12.2
Cc1ccc(S(=O)(=O)NCCCCCC(=O)Nc2c(C)n(C)n(-c3ccccc3)c2=O)cc1,11,99.0,12,99.0,.,101.0,101.0,96.0,-5.8,107.0,12.7
O=C(NCCc1ccc(Cl)cc1)C1CCN(c2ncccn2)CC1,16,96.0,11,99.0,1.2,100.0,101.0,97.0,-26.7,104.0,5.5
Cc1cc2oc(=O)cc(CSc3nc(N)cc(N)n3)c2cc1C(C)C,36,102.0,10,103.0,.,100.0,99.0,99.0,-23.9,97.0,31.6
Cn1c(SCC(=O)NCC2CCCO2)nc2c([nH]c3ccccc32)c1=O (stereo not given),29,104.0,5,110.0,.,102.0,104.0,98.0,-13.5,104.0,20.3
O=c1c(Cl)nc2cc(Cl)ccc2n1CCNc1ncc(C(F)(F)F)cc1Cl,20,109.0,32,106.0,.,104.0,104.0,105.0,12.1,103.0,2.6
Cc1cccc(C)c1NC(=S)Nc1ccccc1C(=O)NCc1ccco1,9,99.0,5,100.0,0.9,98.0,97.0,97.0,-1.2,99.0,13.2
Cc1nnc(NC(=O)c2ccccc2Oc2ccccc2)s1,22,97.0,28,98.0,-4.1,96.0,98.0,96.0,-7.5,98.0,-4.2
O=C(/C=C/c1ccc(Cl)cc1Cl)NCCN1CCOCC1,38,95.0,12,91.0,.,93.0,95.0,92.0,-32.6,95.0,.
O=C(NCc1cccnc1)c1ccc(Cn2cc(C(F)(F)F)ccc2=O)cc1,19,97.0,10,99.0,8.3,96.0,96.0,97.0,-32.6,101.0,3.2
O=C(NC(=S)NCc1ccccc1)C1CCCCC1,34,100.0,13,99.0,25.0,97.0,100.0,99.0,-6.4,99.0,17.5
COc1cc2c(cc1OC)C1Cc3ccc(OC)c(OC)c3CN1CC2 (stereo not given),31,?,10,?,.,?,?,?,4.3,?,28.1
Cc1ccc(CCNC(=O)C23C[C@H]4C[C@@H](C2)CC(n2nnc(C)n2)(C4)C3)cc1,20,104.0,5,103.0,-13.8,102.0,101.0,99.0,-26.7,108.0,1.9
CCCc1nnc(NC(=O)C(CC)OC(=O)c2cc(C)nc3ccccc23)s1 (stereo not given),21,107.0,32,107.0,-0.6,105.0,103.0,102.0,7.4,105.0,5.4
CCN(CC)CCNC(=O)/C(=C\c1cccn1C)NC(=O)c1cccs1,10,101.0,12,101.0,25.3,101.0,99.0,99.0,-58.9,98.0,1.9
O=[N+]([O-])c1ccc2[nH]c(O)c(N=NC(=S)NCC3CCCO3)c2c1 (stereo not given),11,96.0,2,98.0,.,96.0,97.0,99.0,-73.4,99.0,-36.5
O=C(CCn1nc(-c2ccccc2)c2ccccc2c1=O)NCC1CCCO1 (stereo not given),19,108.0,9,104.0,4.8,107.0,107.0,102.0,-22.9,102.0,-1.6
COc1ccc(-c2nnc3n(CCc4ccccc4)c(=O)c4ccccc4n23)c(OC)c1,13,101.0,11,101.0,.,101.0,101.0,96.0,37.7,99.0,-22.8
CCCN1C2CCCC1CC(NC(=O)c1ccccc1OCC)C2 (stereo not given),5,99.0,7,101.0,.,99.0,100.0,98.0,-16.7,101.0,-16.0
O=C(CN(C(=O)CSc1nc2ccccc2o1)c1ccccc1F)NC1CCCCC1,10,95.0,10,100.0,11.3,100.0,98.0,98.0,-27.8,94.0,-0.9
Cc1cc(N(CC(=O)NC(C)C)S(C)(=O)=O)ccc1Br,16,103.0,9,104.0,3.3,99.0,99.0,102.0,-9.1,99.0,4.0
COCCN1C(=O)C(O)=C(C(C)=O)C1c1ccc(F)cc1 (stereo not given),30,99.0,6,98.0,.,96.0,98.0,94.0,38.9,99.0,8.9
COc1ccc(CCN(Cc2ccccn2)C(=S)Nc2ccccc2Cl)cc1OC,13,98.0,9,99.0,22.3,103.0,100.0,94.0,-35.5,105.0,13.2
Cc1ccc2[nH]c(=O)cc(C(=O)OCC(=O)c3ccccc3)c2c1,11,97.0,4,102.0,.,100.0,99.0,99.0,7.4,101.0,11.2
CCCc1c(C)[nH]c2ccc(NC(C)=O)cc2c1=O,16,98.0,38,101.0,.,99.0,99.0,99.0,15.6,100.0,-9.7
O=C(Nc1sccc1C(=O)N1CCOCC1)c1cccnc1,16,106.0,8,105.0,.,108.0,109.0,105.0,-10.7,108.0,9.1
CCOc1ncccc1C(=O)OCC(=O)Nc1cc(C)ccc1C,23,97.0,3,97.0,-8.9,98.0,97.0,97.0,-14.7,98.0,-15.4
O=C(c1cc(COc2ccc3ncccc3c2)on1)N1CCCCCC1,11,98.0,9,96.0,-2.8,96.0,98.0,94.0,-37.5,101.0,1.4
CCCC(C(=O)NC1CCCC1)N(CC1CCCO1)C(=O)c1snc(C(N)=O)c1N (stereo not given),28,97.0,4,98.0,5.3,99.0,99.0,95.0,-4.4,103.0,20.9
Cc1nn(C)c(N)c1C(O)(c1nccn1C)C(F)(F)F (stereo not given),27,96.0,16,94.0,-3.7,96.0,96.0,95.0,-17.8,93.0,9.6
O=C(NNC(=S)NC(=O)c1cccnc1)c1ccc(Cl)cc1,16,103.0,12,102.0,-16.6,101.0,99.0,99.0,-104.9,102.0,-48.9
O=C(OCCCN1CCCCC1)c1ccc(O)cc1,31,98.0,9,99.0,-32.8,100.0,100.0,97.0,-19.1,101.0,18.0
CS(=O)(=O)N1CCN(C(=O)c2cc(-c3ccccc3)nc3ccccc23)CC1,29,103.0,11,99.0,-7.6,101.0,101.0,98.0,-1.5,100.0,-0.7
CCOC(=O)C1CCCN(c2c(NCCCN(C)Cc3ccccc3)c(=O)c2=O)C1 (stereo not given),12,107.0,11,108.0,-11.8,103.0,103.0,103.0,-11.8,104.0,18.1
CCOC(=O)C1CCCN(c2c(NCCCN(CC)c3ccccc3)c(=O)c2=O)C1 (stereo not given),26,106.0,12,104.0,15.3,104.0,105.0,101.0,-55.8,98.0,14.8
COc1ccc(NC(=S)N(CCO)Cc2ccccc2)cc1,12,97.0,13,101.0,.,98.0,100.0,96.0,-39.8,103.0,-5.2
COc1ccc(C/C(C)=N/NC(=O)c2cccnc2)cc1,10,100.0,6,105.0,3.9,97.0,98.0,99.0,-5.5,97.0,9.9
O=C(COc1ncnc2c(Cl)cc(Cl)cc12)N1CCCCC1,15,103.0,9,107.0,16.9,104.0,105.0,100.0,-33.8,104.0,-0.3
O=C(CNC(=O)c1ccc(Cl)cc1)Nc1ccccc1C(F)(F)F,19,98.0,10,98.0,6.3,99.0,100.0,99.0,-28.5,108.0,2.1
CCC(=O)Nc1ccc(C(=O)CSc2nnc(CNc3ccc(Cl)cc3)o2)cc1OC,73,100.0,11,98.0,.,97.0,99.0,95.0,-1.1,98.0,13.5
Cc1ccc(NC(=O)COC(=O)CCc2c[nH]c3ccccc23)cc1[N+](=O)[O-],11,97.0,11,96.0,.,89.0,93.0,93.0,-27.0,95.0,13.3
CCc1ccc(OCC(=O)N/N=C(\C)c2ccc(-n3ccnc3)cc2)cc1,16,96.0,7,99.0,25.0,98.0,100.0,98.0,3.5,98.0,-0.3
CCOc1ncccc1C(=O)NCc1ccccc1F,17,100.0,8,95.0,.,94.0,96.0,93.0,-20.7,98.0,1.3
O=C(NCCCN1CCOCC1)c1ccc(S(=O)(=O)N2CCOCC2)cc1,6,99.0,14,99.0,.,97.0,99.0,99.0,-28.8,98.0,-5.2
C=CC(=O)NC(C)(C)Cc1ccccc1,19,104.0,36,107.0,6.0,103.0,104.0,102.0,-10.0,105.0,0.5
COc1ccc(N(Cc2nnc3n2CCCCC3)C(=O)Nc2ccccc2)cc1,14,97.0,12,97.0,.,96.0,96.0,97.0,-21.1,97.0,6.5
COc1ccc(NC(=O)CCC(=O)N(Cc2ccc(OC)c(OC)c2)c2nccs2)cc1,13,100.0,7,103.0,-7.7,99.0,100.0,101.0,-14.6,96.0,11.0
